H37Rv inhibition – M. tuberculosis growth inhibition, HTS (AID 449762) | actives 0.59% (n = 330,000) | M. tuberculosis H37Rv growth inhibition, 7H9 media; higher % means a stronger effect | inhibition, % at 25 µM; hits with a dose series show IC50 in µM; in the data active = a potency from the dose series; inconclusive = inhibition above about 70% without an active follow-up result;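 note: bacterial growth assessed after seven days of incubation; strong numbers were not always called active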
inhibitors of VEEV – inhibitors of VEEV TC-83 cytopathic effect, confirmation, Vero cells (AID 588727) | Vero cells, VEEV TC-83 cytopathic effect inhibition; higher % means a stronger effect | one-dose inhibition, % at 20 µM; IC50 in µM for titrated hits | actives 0.13% (n = 350,000); in the data active = a potency from the dose series; inconclusive = inhibition mostly from about 14% at the one dose, without a potency; inactive = the rest, 99 in 100 with inhibition below about 12%; note: strong numbers were not always called active
H1N1 NS1A inhibition – H1N1 influenza NS1A inhibitors, functional cell based assay (AID 504329); NS1A functional cell-based assay, percent inhibition; higher % means a stronger effect; inhibition, % at 12.5 µM, or IC50 in µM where a hit was titrated; actives 0.3% (n = 340,000); in the data active = a potency from the dose series; inconclusive = inhibition above about 27% without an active follow-up result; note: strong numbers were not always called active
PhoP GFP inhibition – Inhibition of PhoP regulon, Salmonella typhi GFP reporter cells, confirmation, 4 h (AID 1850). Salmonella Typhi PhoP-promoter GFP reporter, fluorescence, 4 h; higher % means a stronger effect. one-dose inhibition, % at 50 µM; IC50 in µM for titrated hits. actives 0.33% (n = 310,000); in the data active = a potency from the dose series; inconclusive = inhibition mostly from about 25% at the one dose, without a potency; inactive = the rest, 99 in 100 with inhibition below about 19%;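 note: 0% = induced wells with vehicle and 100% = uninduced wells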
tuberculosis growth – growth inhibition of non-replicating M. tuberculosis (AID 488890). Mycobacterium tuberculosis non-replicating, growth inhibition; higher % means a stronger effect. inhibition, % at 25 µM; hits with a dose series show IC50 in µM. actives 0.39% (n = 320,000); in the data active = a potency from the dose series; inconclusive = inhibition mostly from about 82% at the one dose, without a potency; inactive = the rest, 99 in 100 with inhibition below about 76%;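 note: plate controls were DMSO cells for no effect and high antibiotic wells for full effect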
inhibitors of VEEV 10K pilot screen – second read-out of inhibitors of VEEV, no call of its own (marks repeat the call); inhibition, %; measured here: 10K pilot screen inhibition
An asterisk follows results filed as active; i = inactive; ? = inconclusive; / = no result given.

SMILES | H37Rv inhibition | inhibitors of VEEV | H1N1 NS1A inhibition | PhoP GFP inhibition | tuberculosis growth | others
CCCCCOc1ccc(Cn2ccnc2)cc1[N+](=O)[O-] | 61% | 0.1% | -11% | 1% | -6%
Cc1ccc(/C=C2\SC(=S)N(CCC(=O)NNS(=O)(=O)c3ccccc3)C2=O)cc1 | 1% | 0.3% | -2% | 1% | 12%
Cc1ccn2c(=O)nc(SCC(=O)Nc3cccc4ccccc34)nc2c1 | -8% | 11% | -3% | 5% | 3%
O=C(NNC(=O)C1CC1)c1cccc([N+](=O)[O-])c1 | -5% | i | -4% | -6% | -15%
O=C(NN1C(=O)C2C(C1=O)C1C=CC2C12CC2)c1ccccc1Cl (stereo not drawn) | -2% | 0.4% | 1% | 3% | -9%
NC(=O)c1nsc(C(=O)N(Cc2cccnc2)C(C(=O)NCc2ccc(F)cc2)c2ccc(O)cc2)c1N (stereo not drawn) | 4% | 1.1% | -5% | 4% | 0%
Cc1cc([N+](=O)[O-])ccc1NC(=O)c1cc2ccccc2o1 | 4% | 1.9% | 3% | -5% | 37%
COC(=O)c1nn(-c2ccccc2)c(Cl)c1/C=N/OCc1ccc(C)cc1 | 4% | 7.7% | -9% | 5% | 14%
COc1ccc(C(=O)CSc2nnc(CN3CCCCC3)n2-c2ccc(F)cc2)cc1OC | -2% | i | 5% | 0% | -1%
Cc1ccc(CN2C(=O)CCC2C(=O)NCc2cccnc2)cc1 (stereo not drawn) | 2% | 2.6% | -2% | -7% | 2%
COc1cc(C(=O)OCCCN2CCOCC2)ccc1O | -8% | 1.3% | -5% | -4% | -2%
CCN(CCCn1c(=S)[nH]c2ccc(N3CCOCC3)cc2c1=O)c1ccccc1 | 26% | 2.3% | 1% | -8% | -18%
CN(C(=O)C12CC3CC(CC(C3)C1)C2)C1CCS(=O)(=O)C1 (stereo not drawn) | -5% | 2.4% | 3% | -1% | -6%
COc1ccc2cc(CN(CC3COCCO3)S(=O)(=O)c3ccccc3)c(=O)[nH]c2c1 (stereo not drawn) | / | 0.3% | -12% | / | /
CC[C@]1(C(=O)OC)[C@H]2C(=O)N(Cc3ccccc3)C(=O)[C@H]2[C@H]2CN=C(SCc3ccc(C#N)cc3)N21 | / | 0.8% | -12% | / | /
CCC1=C/C(=C\c2ccc3c(c2)OCO3)C(=O)S1 | -5% | / | / | 5% | 9%
COc1ccc(OC)c(S(=O)(=O)N2CCCC(C(=O)NCc3cccnc3)C2)c1 (stereo not drawn) | 0% | 0.6% | 7% | 7% | 2%
COc1ccc(N(C)S(=O)(=O)c2cccc(C(=O)OCC(=O)NCc3ccccc3OC)c2)cc1 | 12% | 0.6% | -9% | -10% | 24%
CC(=O)N1CCOc2ccc(S(=O)(=O)NCCc3cccc(C)c3)cc21 | 0% | 1.9% | 9% | 7% | -7%
CC(C)(C)[C@@H]1COC(=O)[C@@H](Cc2ccc(F)cc2)C/C=C\C[C@H](CC(=O)N(CCO)Cc2ccccc2)C(=O)N1 | -4% | 0.2% | -4% | / | 58% | inhibitors of VEEV 10K pilot screen=3.9
COc1cccc(OCCSc2nc(N)cc(N)n2)c1 | -5% | i | 16% | -7% | 8%
Cn1c(SCC(=O)Nc2nc(C(C)(C)C)cs2)nnc1C1CC1 | -8% | 0.4% | -3% | -4% | -2%
Cc1nnc(Nc2ccccn2)c2ccccc12 | 2% | 6.2% | 7% | 7% | 11%
O=C(NC1CCCCC1)n1c(=O)oc2cc(S(=O)(=O)N3CCCCC3)ccc21 | -6% | 3.8% | 22% | 2% | 3%
O=C(Nc1nnc(SCc2ccccc2)s1)c1ccco1 | -11% | i | -2% | -10% | 40% | inhibitors of VEEV 10K pilot screen=2.8
COc1ccc(C(=O)NC(C(=O)NCC2(N3CCCCC3)CCCCC2)C(C)C)cc1 (stereo not drawn) | 6% | i | 5% | / | -2%
COc1ccccc1NS(=O)(=O)c1cc(NC(=O)c2ccccc2C)ccc1N1CCOCC1 | / | 8.0% | -11% | / | /
CCc1cc(CN2CCOCC2)c(NC(=O)c2ccccc2)s1 | -2% | 5.4% | 6% | 1% | -10%
CCc1nonc1NC(=O)c1oc2ccc(F)cc2c1C | -7% | 0.2% | 7% | -7% | -8%
O=C(CC(NS(=O)(=O)c1ccc(Cl)cc1)c1ccco1)NC1CCCC1 (stereo not drawn) | -3% | 1.1% | -2% | 3% | 6%

Pulled one by one from above (five):
SMILES | H37Rv inhibition | inhibitors of VEEV | H1N1 NS1A inhibition | PhoP GFP inhibition | tuberculosis growth | others
COc1cccc(OCCSc2nc(N)cc(N)n2)c1 | -5% | i | 16% | -7% | 8%
O=C(NC1CCCCC1)n1c(=O)oc2cc(S(=O)(=O)N3CCCCC3)ccc21 | -6% | 3.8% | 22% | 2% | 3%
O=C(Nc1nnc(SCc2ccccc2)s1)c1ccco1 | -11% | i | -2% | -10% | 40% | inhibitors of VEEV 10K pilot screen=2.8
Cc1nnc(Nc2ccccn2)c2ccccc12 | 2% | 6.2% | 7% | 7% | 11%
COc1ccccc1NS(=O)(=O)c1cc(NC(=O)c2ccccc2C)ccc1N1CCOCC1 | / | 8.0% | -11% | / | /

Filtered by structure, those above with a halogen.
SMILES | H37Rv inhibition | inhibitors of VEEV | H1N1 NS1A inhibition | PhoP GFP inhibition | tuberculosis growth | others
O=C(NN1C(=O)C2C(C1=O)C1C=CC2C12CC2)c1ccccc1Cl (stereo not drawn) | -2% | 0.4% | 1% | 3% | -9%
NC(=O)c1nsc(C(=O)N(Cc2cccnc2)C(C(=O)NCc2ccc(F)cc2)c2ccc(O)cc2)c1N (stereo not drawn) | 4% | 1.1% | -5% | 4% | 0%
COC(=O)c1nn(-c2ccccc2)c(Cl)c1/C=N/OCc1ccc(C)cc1 | 4% | 7.7% | -9% | 5% | 14%
COc1ccc(C(=O)CSc2nnc(CN3CCCCC3)n2-c2ccc(F)cc2)cc1OC | -2% | i | 5% | 0% | -1%
CC(C)(C)[C@@H]1COC(=O)[C@@H](Cc2ccc(F)cc2)C/C=C\C[C@H](CC(=O)N(CCO)Cc2ccccc2)C(=O)N1 | -4% | 0.2% | -4% | / | 58% | inhibitors of VEEV 10K pilot screen=3.9
CCc1nonc1NC(=O)c1oc2ccc(F)cc2c1C | -7% | 0.2% | 7% | -7% | -8%
O=C(CC(NS(=O)(=O)c1ccc(Cl)cc1)c1ccco1)NC1CCCC1 (stereo not drawn) | -3% | 1.1% | -2% | 3% | 6%

(list continues)
SMILES | H37Rv inhibition | inhibitors of VEEV | H1N1 NS1A inhibition | PhoP GFP inhibition | tuberculosis growth | others
CC(C)CNC(=O)CSc1nnc2ccccn12 | 5% | 0.7% | -5% | 3% | -7%
Cc1cc(Br)ccc1NC(=O)CN(C)C(=O)COc1cccc2c1OC(C)(C)C2 | -6% | 6.4% | -1% | 1% | 2%
O=C(NCc1cccs1)c1cc(-c2ccc(O)cc2)on1 | 6% | 3.5% | -4% | 3% | i
CCCSc1nnc(Cn2c(=O)sc3ccccc32)n1C | -3% | 0.2% | -1% | 1% | -34%
O=C1C2CC=CCC2C(=O)N1n1cnnc1 (stereo not drawn) | -1% | 0.5% | 2% | 11% | -5%
O=c1ccc(S(=O)(=O)N2CCCC2)cn1Cc1nc(-c2ccc(F)cc2)no1 | / | 10% | -8% | / | /
Cc1ccc(C2Nc3ccccc3NC3=C2C(=O)CC(C)(C)C3)c(O)c1 (stereo not drawn) | 0% | 2.1% | -4% | 0% | 15%
Cc1ccc(NC(=O)CCC(=O)OCCCC(F)(F)C(F)(F)F)cc1 | 5% | 1.4% | 0% | 3% | -1%
O=C(Cn1cc(S(=O)(=O)Cc2cccc([N+](=O)[O-])c2)c2ccccc21)N1CCOCC1 | -10% | 1.4% | -15% | -1% | -6%
Cc1cc(C)c(S(=O)(=O)Nc2ccc3c(c2)CCC3)c(C)c1 | 2% | i | -4% | -4% | 2%

An excerpt from above in order of SMILES length, high to low.
SMILES | H37Rv inhibition | inhibitors of VEEV | H1N1 NS1A inhibition | PhoP GFP inhibition | tuberculosis growth | others
Cc1ccc(C2Nc3ccccc3NC3=C2C(=O)CC(C)(C)C3)c(O)c1 (stereo not drawn) | 0% | 2.1% | -4% | 0% | 15%
Cc1ccc(NC(=O)CCC(=O)OCCCC(F)(F)C(F)(F)F)cc1 | 5% | 1.4% | 0% | 3% | -1%
Cc1cc(C)c(S(=O)(=O)Nc2ccc3c(c2)CCC3)c(C)c1 | 2% | i | -4% | -4% | 2%

Next part:
SMILES | H37Rv inhibition | inhibitors of VEEV | H1N1 NS1A inhibition | PhoP GFP inhibition | tuberculosis growth | others
O=C(CC1(CC2=NS(=O)(=O)c3ccccc3N2)CCCC1)NCCc1ccccc1 | -12% | 7.8% | 8% | -20% | 48%
CCC(CO)NCC(O)COCc1ccc2c(c1)OCO2 (stereo not drawn) | -4% | i | -3% | 0% | -13%
O=C1c2ccccc2C(=O)N1C1C(=O)N2CCSC12C(=O)OCc1ccccc1 (stereo not drawn) | / | i | 1% | / | /
Cn1nnnc1Sc1ncnc2scc(-c3ccc(C#N)cc3)c12 | ? | 13% | -15% | / | 1%
COc1cc(/C=C2\S/C(=N/S(=O)(=O)c3ccccc3)NC2=O)c([N+](=O)[O-])cc1OC | -10% | 3.5% | -2% | -5% | 21%
NS(=O)(=O)c1ccc(CCNC(=O)CNCCc2ccccc2)cc1 | 6% | 0.3% | -26% | -1% | -16%
Cc1c(C(=O)N2CCCC2)c(S(=O)(=O)NCC(C)c2ccccc2)c(C)n1C (stereo not drawn) | 9% | 0.6% | 3% | -34% | -6%
Cc1ccc2c(c1)NC(=O)c1cccc([N+](=O)[O-])c1CO2 | 4% | / | / | -9% | -18%
CCn1c(Cc2ccccc2)nnc1SCC(=O)N1CCCCC1 | -6% | 0.9% | -2% | 7% | -2%
C#CCSc1nnc(-c2ccc(OC)cc2)o1 | 33% | 0.1% | 4% | -5% | ?
Cc1nc(C(=O)Nc2ccc(F)cc2)nn1-c1ccc([N+](=O)[O-])cc1 | -2% | 6.2% | 0% | 19% | 42%
CCOC(=O)/C(=N/Nc1ccccc1)Sc1nnc(CCc2ccccc2)n1-c1ccccc1 | -1% | 0.8% | 1% | -7% | 0%
COc1cc2nc(N(CCCN(C)C)C(=O)c3ccc(C(=O)c4ccccc4)cc3)sc2cc1OC | 0% | 3.9% | 8% | 8% | 26%
CC(=O)c1c(C)[nH]c(C(=O)Nc2ccccc2Cl)c1C | 6% | 0.4% | -4% | 7% | -6%
COc1ccc(OC)c(NC(=O)Cn2c(-c3ccc(Cl)cc3)noc2=O)c1 | 3% | 3.2% | -2% | -5% | 16%
CCN(C(=O)CN1C(=O)c2ccc([N+](=O)[O-])cc2C1=O)C1CCCCC1 | -25% | i | -1% | -10% | -13%
CC(C)(C)OC(=O)NCc1ccc(NC(=O)c2nc[nH]c2C(=O)NCCNC(=O)c2[nH]cnc2C(=O)Nc2ccc(CNC(=O)OC(C)(C)C)cc2)cc1 | 5% | 4.5% | 3% | / | -12%
C/C(=N\NC(=O)C1CC1)c1ccc(C(C)(C)C)cc1 | -11% | 0.4% | -1% | -5% | -2%
Cc1ccnc(Sc2ccc([N+](=O)[O-])cn2)n1 | 6% | 0.3% | -1% | -4% | 33%
O=C(OCCN=C1NS(=O)(=O)c2ccccc21)c1cccc([N+](=O)[O-])c1 | 10% | 0.1% | 3% | 6% | -6%
O=C(C[C@H]1C/C=C\CC[C@@H](Cc2ccc(F)cc2)C(=O)OC[C@H]2CCCN2C1=O)N[C@H](CO)Cc1ccccc1 | -2% | 2.7% | -2% | / | 34%
CC1(C)Nc2ccccc2C(=O)N1c1ccccc1 | -9% | 0.4% | 5% | -5% | -7%
Cc1cc(-c2csc(NC(=O)c3cc4ccccc4o3)n2)c(C)n1C | 8% | 2.9% | -4% | -1% | 16%
Cc1ccc(NC(=O)c2cccc3c2C(=O)N(C2CCCCC2)C3)cc1 | -6% | 5.3% | 9% | 6% | 9%
O=C1CC(c2ccc(F)cc2)C(n2cncn2)C(O)=C1C1NCCc2ccccc21 (stereo not drawn) | -4% | 1.2% | -1% | -2% | -2%
O=C1CCCCC1C(Nc1ccc(Br)cc1)c1ccccc1 (stereo not drawn) | -2% | 1.1% | 1% | 2% | 13%

Bioassay records deposited in PubChem BioAssay by Southern Research Specialized Biocontainment Screening Center.
